phage Ecoli inh – E. coli growth loss with phage present; actives 0.26% (n = 360,000); inhibition, % at 11.9 µM; AID 651602; growth absorbance; in the data active = inhibition above about 11%
SUMO Mot1 rescue – inhibitors of SUMOylation pathway: yeast Mot1-301 growth rescue; growth rescue, % at 18.8 µM; S. cerevisiae Mot1-301 growth rescue, ATP luminescence, 38.5C; percent above DMSO median, 100 means doubled; actives 1% (n = 320,000);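 active = every valid replicate shows activation above 250% relative to neutral control wells; inactive = the rest, any valid replicate at or below 250%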;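 note: OY570 slx delta 5 strain wells were the positive control but not used for scaling; some compounds called inactive have numbers as strong as hits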
AddAB inh – less growth of phage-infected E. coli with AddAB; E. coli expressing H. pylori AddAB, absorbance growth; inhibition, % at 11.9 µM; actives 0.29% (n = 330,000); AID 435030; in the data active = inhibition above about 12%;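 note: 0% = vehicle wells of infected cells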
Ecoli viability – counter-screen for AddAB inhibitors: E. coli growth inhibition; E. coli V3065 growth, OD600 absorbance, 18 h; AID 449728; inhibition, % at 11.9 µM; actives 0.27% (n = 330,000);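 active = inhibition above the campaign's mean inhibition across all tested compounds plus 3 SD, cut at about 9.9% in these data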;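 note: uninfected addAB+ strain grown without phage in ampicillin broth; 0% = DMSO wells and 100% = ciprofloxacin 0.95 µg/ml wells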
* hit, by the source's call.

no.	Structure	phage Ecoli inh	SUMO Mot1 rescue	AddAB inh	Ecoli viability
1	COC(=O)c1ccc(Oc2nc(SC)nc(N(C)C)n2)cc1	2.8	33	0.2	-1.2
2	Cc1nn(-c2ccccc2)c(NC(=O)C(C)C)c(-c2ccccc2)c1=O	-1.0	-8	0.6	0.2
3	COc1cccc(N2C(=O)C3NN=C(C(=O)CN4C(=O)c5ccccc5C4=O)C3C2=O)c1 (centres undefined)	-1.3	-4	-0.9	-2.4
4	CCOC(=O)CN(C(=O)COc1nc(-c2ccccc2)cc(C)c1C#N)c1ccccc1C	2.2	1	0.2	-0.7
5	O=C(OCc1nc2ccccc2s1)c1cc2ccccc2oc1=O	-2.2	-1	2.0	-1.8
6	Cc1ccc(C(=O)Nc2cccc(NC(=O)c3ccc(C)cc3)n2)cc1	2.4	4	0.9	-0.7
7	Cn1c(NC(=O)c2ccc(F)cc2)c(-c2ccccn2)c(=O)c2ccccc21	1.0	-10	4.0	0.5
8	Cc1cc(C)c(/C=N/NC(=O)c2nnn(-c3nonc3N)c2COc2ccc(F)cc2)c(C)c1	1.5	-11	3.8	-3.1
9	COc1ccc(-c2nnc3ccc(SCC(=O)N4CCOCC4)nn23)cc1	3.3	0	3.4	1.3
10	Clc1ccc(-n2nnnc2-c2ccno2)cc1	1.5	1	-1.6	-2.3
11	CC1=NNC(=O)C1Cc1ccccc1 (centres undefined)	-0.6	34	0.2	0.1
12	Cc1nn(C)c(=O)c(N)c1-c1cc(-c2ccc(Cl)c(Cl)c2)n[nH]1	2.7	7	-0.4	-0.9
13	CN(C(=O)/C=C/c1ccc(F)cc1)C1CCCCC1	3.8	54	1.6	-1.7
14	COc1ccc(S(=O)(=O)n2ccc(-c3ccc4c(c3)CCC(C)(C)O4)n2)cc1	2.2	-10	-1.2	0.2
15	N#C/C(C(N)=O)=C1/SC=C(c2ccccc2)N1c1ccccc1	0.6	-1	1.6	-0.5

Next compounds:
no.	Structure	phage Ecoli inh	SUMO Mot1 rescue	AddAB inh	Ecoli viability
16	CC(C)(C)c1ccc(NC(=O)c2ccsc2)cc1	3.5	5	3.3	1.0
17	c1ccc(-c2nnc(-c3ccccn3)c(-c3ccccn3)n2)nc1	2.7	2	1.8	-0.2
18	CSc1nnc(-c2cccc(NC(=O)c3ccccc3)c2)n1C	3.0	3	0.3	3.3
19	Cc1ccc(N(C(=O)c2ccn[nH]2)C(C(=O)NC2CCCC2)c2cccs2)cc1 (centres undefined)	3.2	-8	1.4	0.4
20	COC(=O)c1cnn(-c2ccccc2)c1/C=N/NC(=S)Nc1ccccc1	0.5	-30	0.3	-1.1
21	O=C(NC(=S)Nc1cccc(C(F)(F)F)c1)c1ccc2nonc2c1	2.1	55	4.0	2.0
22	CN(C(=O)c1ccc2c(c1)CCO2)C(C)(C)C	1.2	-2	0.2	-3.1
23	CC1(C)OC(c2ccccc2)=C/C(=C\C=N\NC(=O)c2ccncc2)O1	2.5	-8	7.9	1.2
24	Fc1ccc(NC(=S)Nc2ccc(Cl)cc2Cl)cc1	4.2	29	-1.2	-1.6
25	CCC1=NN2C(=N)/C(=C\c3ccc(OCCOc4ccccc4)c(OC)c3)C(=O)N=C2S1	3.0	6	-2.4	-2.6
26	C/C(=N\Nc1ccc(S(=O)(=O)Nc2ccccc2)cc1[N+](=O)[O-])c1ccncc1	1.0	-23	0.2	-1.2
27	CCN(CC)S(=O)(=O)c1ccc(-c2cc(C(=O)OC)sc2C(F)(F)F)cc1	0.1	2	2.0	0.3
28	CCc1ccc2[nH]c(=O)c(CN(Cc3ccc4c(c3)OCO4)C(=O)c3ccco3)cc2c1	0.5	-6	4.4	-0.9
29	CCOCCCn1c(C)nc2c[n+](CC(=O)c3ccc4ccccc4c3)cc(Br)c21	1.0	-11	-0.2	-0.4
30	O=C(Nc1ccccc1)n1ccc(-c2ccc(-n3ccnc3)cc2)n1	0.8	-8	-1.8	-0.4

Full records, quoted from the list. Screens in order: phage Ecoli inh | SUMO Mot1 rescue | AddAB inh | Ecoli viability
Shown for `CCc1ccc2[nH]c(=O)c(CN(Cc3ccc4c(c3)OCO4)C(=O)c3ccco3)cc2c1` → 0.5 | -6 | 4.4 | -0.9
Shown for `CC(C)(C)c1ccc(NC(=O)c2ccsc2)cc1` → 3.5 | 5 | 3.3 | 1.0
Shown for `CSc1nnc(-c2cccc(NC(=O)c3ccccc3)c2)n1C` → 3.0 | 3 | 0.3 | 3.3
Shown for `CCOCCCn1c(C)nc2c[n+](CC(=O)c3ccc4ccccc4c3)cc(Br)c21` → 1.0 | -11 | -0.2 | -0.4
Shown for `O=C(Nc1ccccc1)n1ccc(-c2ccc(-n3ccnc3)cc2)n1` → 0.8 | -8 | -1.8 | -0.4

Additional results:
no.	Structure	phage Ecoli inh	SUMO Mot1 rescue	AddAB inh	Ecoli viability
31	Oc1c(C=Nc2cccc3cccnc23)sc2ccccc12	0.8	-22	5.5	4.0
32	Cn1c(=O)c2cc3ccc(Cl)cc3nc2n(C)c1=O	2.1	-19	0.1	-0.2
33	CC(=O)Oc1c(Cl)cc(N(C(C)=O)S(=O)(=O)c2ccccc2)c2ccccc12	-2.6	1	0.6	-1.8
34	Cc1ccc(-c2cc(C(=O)NN)n[nH]2)o1	1.3	4	4.2	-1.1
35	Cc1nc2ccccc2c(=O)n1Cc1ccco1	-1.1	-3	-1.3	-2.3
36	COC(=O)c1ccc(C(=O)Nc2nnc(-c3cccnc3)o2)cc1	3.3	-12	3.4	-0.7
37	S=C(NC1CCCCC1)N1CCOCCOCCN(C(=S)NC2CCCCC2)CCOCC1	-0.9	-2	-1.1	-4.3
38	Cc1cc(NC(=O)c2n[nH]c(=O)c3ccccc23)ccc1Br	1.4	-1	1.4	1.5
39	CC(C)OCCCNC(=O)C(=O)N/N=C/c1ccc(OCc2ccccc2)cc1	3.1	3	1.9	1.0
40	O=C(OCCN1CCOCC1)C1(c2ccccc2)CCCCC1	3.2	-6	-1.6	-2.3
41	Cc1ccccc1CC1S/C(=N/N=C/c2ccco2)NC1=O (centres undefined)	2.1	-12	1.3	-1.1
42	COc1ccc2nc(NC(=O)/C=C/c3ccc4c(c3)OCO4)sc2c1	1.6	15	2.7	-1.4
43	CN(C(=O)/C=C/c1ccccc1)C1CCCCC1	2.2	112	3.5	0.8
44	COc1ccc(OCC(O)CNS(=O)(=O)c2cccc(Cl)c2)cc1 (centres undefined)	1.6	3	-0.6	-2.0
45	S=c1[nH]nc(-c2ccncc2)n1/N=C/c1ccccc1Cl	2.6	-5	2.9	3.6

The results go on.
no.	Structure	phage Ecoli inh	SUMO Mot1 rescue	AddAB inh	Ecoli viability
46	Cc1ccc(/C=C2\SC(N3CCCC3)=NC2=O)cc1	3.2	477*	3.5	-0.3
47	Cc1ccc(N(C(=O)CCl)C(C(=O)NC2CCCCC2)c2cccnc2)cc1C (centres undefined)	4.7	369*	-0.2	-2.6
48	Cc1ccc(-c2nnc(SCC(=O)N/N=C/c3ccccc3C(=O)O)n2-c2ccccc2)cc1	3.9	-3	2.6	-1.3
49	Cc1nn(C)cc1CNC(=O)C1C2CCC(C2)C1C(=O)O (centres undefined)	5.5	36	0.2	-2.0
50	NS(=O)(=O)c1ccc(NC(=S)N2CCN(S(=O)(=O)c3ccc(F)cc3)CC2)cc1	1.6	-2	3.6	-0.3
51	O=S1(=O)CC2SC(=S)N(Cc3ccccc3)C2C1 (centres undefined)	0.1	4	2.9	0.2
52	CC(C)CCNC(=O)c1ccc(Cl)c(NC(=O)Cc2ccccc2)c1	4.6	-3	1.0	3.5
53	CCOc1ccc(Nc2oc(-c3ccccc3Cl)nc2C#N)cc1	2.8	-14	3.3	-2.6
54	COc1cc(C2CC(=O)C3=C(C2)Nc2ncnn2C3c2cccs2)cc(OC)c1OC (centres undefined)	2.4	-8	3.1	0.0
55	CC(NC(=O)/C(C#N)=C1\N=C(NC(=O)c2ccco2)c2ccccc21)c1ccccc1 (centres undefined)	2.0	3	-0.3	-0.5
56	CN(C)/C=C1\C(=O)Oc2ccccc2C1=O	2.0	186	4.3	1.4
57	O=C(Nc1ccc(Cl)c(C(F)(F)F)c1)NC1CC2CCCC(C1)N2Cc1ccccc1 (centres undefined)	3.4	-7	1.8	4.5
58	CC(C(=O)N=Nc1c(O)n(C)c2ccc(Br)cc12)n1cnc2ccccc2c1=O (centres undefined)	1.8	0	1.2	-1.8
59	CN(C)C(=O)c1cccc(-c2csc(N3CCC(C(N)=O)CC3)n2)c1	2.9	8	0.8	-0.6
60	CCN(CC)c1ncc(C#N)c(N)n1	1.3	-4	-1.3	-0.5

Following part:
no.	Structure	phage Ecoli inh	SUMO Mot1 rescue	AddAB inh	Ecoli viability
61	COC(=O)Cn1c(=NC(=O)c2nc3ccccc3s2)sc2cc(S(C)(=O)=O)ccc21	1.4	5	3.0	1.6
62	CC(C)(O)c1[nH]c2ccc(C#N)cc2c1C(C)(C)O	3.4	28	3.3	-0.8
63	CC(C)(C)OC(=O)N1CCC[C@H]1c1nnc(SCc2ccccc2)o1	1.0	-12	0.3	-0.6
64	CCOC(=O)N1CCN(C(=S)NC(=O)c2ccc(F)cc2)CC1	4.5	7	-1.5	-1.4
65	CC(C)Nc1nc(NNc2nc(Cl)nc(NC(C)(C)C)n2)nc(NC(C)C)n1	1.8	-11	-0.3	-2.5
66	CC1(C)CC2(CCO1)C(Nc1ccccc1)=NC(=S)N2c1ccccc1 (centres undefined)	1.2	70	2.1	2.6
67	COc1ccccc1NC(=S)NC(=O)Cc1ccccc1	1.0	101	3.6	0.2
68	CCOC(=O)COc1ccc2c(=O)cc(-c3ccccc3)oc2c1	0.6	-13	0.3	-0.5
69	O=C(Nc1ccc(F)cc1)Nc1cccc(Br)c1	11	16	11	7.1
70	CC(C)C[C@H](NC(=O)[C@@H](O)[C@H](N)Cc1ccccc1)C(=O)O	4.9	-7	0.5	-0.4
71	CCC(CC)c1nn2c(N)c(/C=C3\C(C)=Nc4ccccc43)c(=O)nc2s1	1.9	40	-4.2	0.2
72	Cc1cccn2c(=O)c(/C=C(\C#N)C(=O)NCc3ccco3)c(N3CCCCCC3)nc12	-0.1	5	1.2	-2.6
73	CC(=O)c1cc2c(cc1NC(=O)CCC1CCCC1)OCO2	3.5	15	-1.0	-2.2
74	Cc1cc(OCC(=O)Nc2ccc(Br)cc2)cc2c1C(=O)CC(C)(C)O2	0.8	13	0.3	1.5
75	Cc1ccc(C)c(Cc2c(C)nc3c(C(=O)NCc4ccc5c(c4)OCO5)cnn3c2C)c1	1.6	232	-0.2	-0.2
76	CCN1C(=O)C2(C(C(=O)c3ccc(C)o3)=C(O)C(=O)N2CCCN(C)C)c2ccccc21 (centres undefined)	0.4	336	0.5	-0.6
77	COC(=O)c1ccc(C)c(NC(=O)Cc2ccc([N+](=O)[O-])cc2)c1	2.6	-15	0.9	2.6
78	CCn1c2ccc(Cl)cc2c2nc3ccccc3nc21	2.7	21	-0.4	-3.1

Arranged by the number under phage Ecoli inh (ascending): three from the list above
entry	Structure	phage Ecoli inh	SUMO Mot1 rescue	AddAB inh
74	Cc1cc(OCC(=O)Nc2ccc(Br)cc2)cc2c1C(=O)CC(C)(C)O2	0.8	13	0.3
21	O=C(NC(=S)Nc1cccc(C(F)(F)F)c1)c1ccc2nonc2c1	2.1	55	4.0
54	COc1cc(C2CC(=O)C3=C(C2)Nc2ncnn2C3c2cccs2)cc(OC)c1OC (centres undefined)	2.4	-8	3.1

This is a subset. The share of hits here may be higher or lower than overall.
